# Screens as filed in PubChem BioAssay.
# rCAG binder = binds r(CAG) RNA repeats; r(CAG) RNA repeat, TO-PRO-1 dye displacement fluorescence; inhibition, % at 3 µM; 1.3% of 370,000 active;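 active = inhibition above the plate cutoff, the mean of all test compounds on that plate plus 3 SD, cut at about 35% in these data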;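 note: 0% = DMSO alone and 100% = 100 µM mitoxantrone as full dye displacement; higher means more dye released from RNA so lower well fluorescence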
# PRMT1 FP inh = PRMT1 (human) inhibition, primary screen; Q99873; recombinant PRMT1, activity-based probe fluorescence polarization; inhibition, % at 2.79 µM; 1.3% of 370,000 active;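 active = inhibition above about 21% made by adding two undisclosed values, limit read from the data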
# Target sequence (Q99873 whole entry, looked up): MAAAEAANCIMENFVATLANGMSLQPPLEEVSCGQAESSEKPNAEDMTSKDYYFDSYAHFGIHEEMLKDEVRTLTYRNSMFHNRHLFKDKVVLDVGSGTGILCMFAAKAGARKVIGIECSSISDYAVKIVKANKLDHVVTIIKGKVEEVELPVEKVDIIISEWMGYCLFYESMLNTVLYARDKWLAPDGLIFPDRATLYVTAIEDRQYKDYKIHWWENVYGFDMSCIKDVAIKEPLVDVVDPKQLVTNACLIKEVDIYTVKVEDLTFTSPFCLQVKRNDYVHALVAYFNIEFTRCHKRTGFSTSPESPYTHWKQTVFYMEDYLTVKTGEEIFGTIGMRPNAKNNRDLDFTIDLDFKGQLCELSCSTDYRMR
# MBD2 DNA inh = inhibitors of human MBD2 binding to methylated oligonucleotide | Q9UBB5 | TR-FRET | inhibition, % at 4.4 µM | 0.31% of 370,000 active | AID 686964; in the data active = inhibition above about 13%
# Target sequence (Q9UBB5 whole entry, looked up): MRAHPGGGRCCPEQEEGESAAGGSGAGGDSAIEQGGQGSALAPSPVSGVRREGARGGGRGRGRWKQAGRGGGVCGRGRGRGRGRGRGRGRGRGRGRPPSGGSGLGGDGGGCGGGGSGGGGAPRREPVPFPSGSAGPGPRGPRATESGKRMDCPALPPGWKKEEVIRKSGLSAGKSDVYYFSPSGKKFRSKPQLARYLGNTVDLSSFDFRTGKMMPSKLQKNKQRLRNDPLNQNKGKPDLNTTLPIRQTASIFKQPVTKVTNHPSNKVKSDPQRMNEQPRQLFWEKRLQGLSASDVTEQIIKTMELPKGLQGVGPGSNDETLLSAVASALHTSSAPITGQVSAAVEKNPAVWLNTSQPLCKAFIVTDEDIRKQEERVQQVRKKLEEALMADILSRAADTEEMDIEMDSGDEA
# TCR CD3 inh = inhibitors of human TCR-CD3 interaction; TAMRA-labeled TCR probe fluorescence, biochemical; inhibition, % at 9.4 µM; 0.37% of 360,000 active; in the data active = inhibition above about 19%;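 note: recombinant mutant TCR 2C K166C tagged with TAMRA read by polarization; 0% = receptor in buffer alone and 100% = receptor with positive control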
# SIAE inh = blocks human sialic acid acetylesterase. AID 1053197. 0.69% of 370,000 active. Q9HAT2. SIAE FP-Rh probe binding, fluorescence polarization. inhibition, % at 9.66 µM;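 active = inhibition above a cutoff: mean of compounds within the control limits plus 3 SD of those, cut at about 17% in these data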;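 note: 0% = plate median of compound wells and 100% = probe without SIAE protein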
# GC-B act = GC-B (human) receptor activation. HEK293-GC-B cells, CNP EC30, cGMP TR-FRET; 0% at EC30 CNP, 100% saturating CNP. 0.11% of 370,000 active. P20594. activation, % at 10 µM;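 active = activation at 10 µM reaching about 35% in either raw or pattern-adjusted values, limit read from the data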
# UHRF1 MBD2 ctr = human UHRF1 methylated DNA binding inhibitors; UHRF1 binding to methylated oligo, TR-FRET; 0.75% of 370,000 active; inhibition, % at 4.4 µM; AID 687016; Q96T88; in the data active = inhibition above about 21%;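 note: UHRF1 SRA domain binding a hemimethylated CpG hairpin DNA probe; 0% = median of test compound wells and 100% = reference inhibitor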
# NPR1 activator = GC-A (human) enzyme activation; P16066; HEK293 GC-A cells, cGMP TR-FRET, EC30 ANP; 0% at EC30 ANP, 100% saturating ANP; activation, % at 10 µM; 0.14% of 370,000 active; in the data active = activation above about 40%
# HTRA1 inh = blocks human HTRA1 serine peptidase | recombinant HTRA1, FP-rhodamine activity-based probe, fluorescence polarization | inhibition, % at 5.96 µM | 0.5% of 340,000 active; in the data active = inhibition above about 36%;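 note: 0% = enzyme with DMSO and 100% = wells lacking enzyme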
# ABHD4 inh = ABHD4 (mouse) inhibition, primary FP screen | Q8VD66 | purified mABHD4, FP-Rh probe fluorescence polarization | inhibition, % at 8.92 µM | 0.54% of 370,000 active | AID 720543;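 active = inhibition exceeding the mean over every tested compound plus 3 SD, cut at about 30% in these data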;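 note: 0% = plate median of compound wells and 100% = S159A mutant with DMSO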
# Target sequence (Q8VD66 whole entry, looked up): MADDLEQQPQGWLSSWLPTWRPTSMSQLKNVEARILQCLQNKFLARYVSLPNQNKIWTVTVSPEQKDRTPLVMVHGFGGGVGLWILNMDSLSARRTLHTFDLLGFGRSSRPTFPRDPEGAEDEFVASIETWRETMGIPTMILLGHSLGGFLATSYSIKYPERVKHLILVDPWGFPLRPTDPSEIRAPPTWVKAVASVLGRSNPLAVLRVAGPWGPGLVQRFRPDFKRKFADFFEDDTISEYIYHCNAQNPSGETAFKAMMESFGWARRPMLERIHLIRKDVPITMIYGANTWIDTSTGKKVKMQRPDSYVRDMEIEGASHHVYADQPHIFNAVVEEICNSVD
#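 Assay system: mABHD4 protein; medium: HEPES pH 7.0, NaCl, Pluronic buffer; dosing: 8.92 µM, single dose; schedule: 45 min + 60 min at 25 °C; signal: FP readout, ex 525 nm / em 598 nm; read-out: normalized percent inhibition of probe labeling; repeats: single replicate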
# * marks the source's active call; other numbers are inactive results; x = no result given.
SMILES,rCAG binder,PRMT1 FP inh,MBD2 DNA inh,TCR CD3 inh,SIAE inh,GC-B act,UHRF1 MBD2 ctr,NPR1 activator,HTRA1 inh,ABHD4 inh
O=C(Oc1ccccc1N1C(=O)C2CCCCC2C1=O)c1ccccc1 (stereo unspecified),0,0,1,0,5,7,-2,-1,0,3
O=C(CN1CCC(C(=O)c2ccc(F)cc2)CC1)Nc1ccccc1Cl,-4,-1,2,0,0,0,1,-1,-22,-7
O=C(Nc1ccc(S(=O)(=O)N2CCOCC2)cc1)c1cccc([N+](=O)[O-])c1,3,3,-1,-7,-5,1,0,3,-11,-1
O=c1[nH]cc(COCc2ccccc2)c(=O)[nH]1,-4,-1,4,-1,1,4,0,-4,7,2
CNCc1c(OCc2ccccc2)ccc2ccccc12,9,-1,-4,-5,4,-20,-3,-37,6,3
Nc1nonc1-n1nnc(C(=O)N/N=C/c2ccc(F)cc2)c1-c1ccc2c(c1)OCO2,1,3,5,7,-1,10,1,5,-4,1
Cc1ccc(NC(=O)/C=C/c2ccco2)cc1S(=O)(=O)N1CCCCCC1,21,2,2,-1,-32,0,-1,-1,-75,-43
CN(C)/C=C(\C=O)c1c(Cl)cccc1Cl,-2,-2,-2,6,6,8,8,4,7,1
COc1ccc(-n2nc(C(=O)NCc3ccco3)c3c4ccccc4n(C)c3c2=O)cc1,6,3,-2,-4,-5,2,31*,0,-2,9
COc1ccc(NC(=S)Nc2ccc(Oc3ccccc3)cc2)cc1,9,-2,3,-7,14,3,0,7,-2,-6
CCCCN(C)CCNC(=O)C(NC(=O)C1CCC(C)CC1)C(C)C (stereo unspecified),-9,7,5,-3,-11,0,3,-2,4,-13
COc1ccccc1CN(C)C(=O)c1cccc(S(=O)(=O)N2CCc3ccccc3C2)c1,4,1,3,-2,-5,-1,7,-4,-9,7
CC1(C)Cc2c(c(-c3ccccc3)nc(N3CCOCC3)c2C(N)=O)CO1,1,-1,-1,2,0,-8,-2,-1,2,-4
NC(=O)C1CCN(C(=O)CN(c2ccc3c(c2)OCCO3)S(=O)(=O)c2ccccc2)CC1,-1,0,-1,-4,11,-9,0,1,-4,6
Cc1nc2c3cc(F)ccc3n(Cc3ccccc3F)c2s1,8,1,3,0,-3,17,3,17,-31,-8
O=C(NNc1cccc(Cl)n1)C1CC1,-2,-7,4,-2,-2,3,1,0,-2,3
COc1cc(C(=O)NC(C)c2ccc(-n3ccnc3)cc2)cc(OC)c1C (stereo unspecified),6,1,9,-5,-2,-11,14,-26,-7,-8
Fc1ccc(COc2ccc(-c3nnco3)cc2)cc1,-6,2,5,-10,0,-4,-1,10,x,-6
O=C(O)c1cc(-c2ccc3ccccc3c2)nc2ccc(F)cc12,37*,-3,-3,2,-13,-6,0,0,-8,-9
COc1ccc(S[C@]2(C(=O)N3CCOCC3)CC(=O)N(C(=O)CCc3ccccc3)[C@@H]2c2ccc(OC)cc2)cc1,8,12,-5,x,-4,3,-2,1,x,-4
CC(C)(C)N(Cc1ccccc1)C(=O)COC(=O)CNS(=O)(=O)c1ccc2ccccc2c1,0,2,0,-5,-1,0,-2,-5,-22,-10
CCC(=O)Nc1ccc2c(c1)OC[C@@H](C)N(C(=O)c1ccccn1)C[C@@H](C)[C@@H](OC)CN(C)C2=O,1,3,3,-1,-7,2,-1,2,x,6
CCOC(=O)c1[nH]c2ccc(Cl)cc2c1NC(=O)/C=C/c1ccc2c(c1)OCO2,0,-2,-1,0,-1,-7,0,-6,0,-6
Cc1ccc2c(CC(=O)OC(C)C(=O)Nc3ncc(Cl)cc3Cl)coc2c1 (stereo unspecified),3,1,0,-9,7,5,5,0,-12,-11
O=c1c(Br)c(Br)cnn1-c1ccccc1,2,6,-1,2,5,6,0,29,-1,1
O=C(Nc1ccc(Cl)cc1)OCc1cn(-c2ccccc2)nn1,-2,4,0,-1,3,1,1,1,-6,4
O=C(N/N=C1\CC(c2ccccc2)Oc2ccccc21)c1ccc(O)cc1 (stereo unspecified),6,-3,0,3,-7,3,-2,-1,-15,-2
Cn1c(SCC(=O)c2ccccc2)ncc(C(=O)Nc2ccc(F)cc2)c1=O,1,4,0,-1,0,-9,2,14,8,-2
O=C(CSc1nnc(-c2ccncc2)o1)c1ccc2c(c1)OCCO2,1,1,1,8,2,-1,1,-2,4,0
O=C(N/N=C/c1cc(Cl)cc([N+](=O)[O-])c1O)c1ccccc1NS(=O)(=O)c1cccs1,6,6,-3,16,2,6,1,1,14,23
CC(C)C(=O)Nc1ncc2c(n1)CC(c1cccs1)CC2=O (stereo unspecified),-2,-4,-1,4,2,-2,0,-1,7,0
O=C(O)C1CC=CCC1C(=O)Nc1cccc(C(=O)N2CCCCC2)c1 (stereo unspecified),-2,-1,5,3,4,-2,2,-2,1,1
Cc1ccc2c(n1)CC(C)(C)C/C2=N\O,0,-2,2,0,-2,0,1,2,0,7
COCCN(C(=O)CSc1nnc(-c2ccc(F)cc2)n1N)c1c(N)n(CC(C)C)c(=O)[nH]c1=O,4,-2,0,2,-10,-5,0,5,2,-3
COc1ccc(CN(C)CC(=O)NC(=O)NCc2ccccc2)c(OC)c1,2,-2,-2,3,4,10,4,7,-5,2
COCCN1C(=O)N(c2cccc(OC)c2)C(=O)C1CC(=O)Nc1ccc(Cl)cc1 (stereo unspecified),1,2,-5,0,0,1,0,-3,-12,-9
CCOc1ccc(S(=O)(=O)N2CCOCC2)cc1NC(=O)C1=COCCO1,-3,-2,-5,-5,0,4,1,-3,2,0
COc1ccc(C(=O)Cn2c(N3CCCCC3)nc3c2c(=O)n(C)c(=O)n3C)cc1OC,-1,-2,4,7,7,-1,0,-5,-4,0
COc1cccc(-c2nn(-c3ccccc3)cc2C(=O)OCC(=O)Nc2ncc(Cl)cc2Cl)c1,11,2,-6,6,-18,4,-1,3,-78,-21
O=C(NCc1cnn(-c2ccccc2)c1)C1CCC(=O)N(C2CC2)C1 (stereo unspecified),-2,-3,-4,-1,1,2,2,1,-3,0

# 3 entries from above in a different format.
COc1ccc(C(=O)Cn2c(N3CCCCC3)nc3c2c(=O)n(C)c(=O)n3C)cc1OC
  rCAG binder: -1; PRMT1 FP inh: -2; MBD2 DNA inh: 4; TCR CD3 inh: 7; SIAE inh: 7; GC-B act: -1; UHRF1 MBD2 ctr: 0; NPR1 activator: -5; HTRA1 inh: -4; ABHD4 inh: 0

CCC(=O)Nc1ccc2c(c1)OC[C@@H](C)N(C(=O)c1ccccn1)C[C@@H](C)[C@@H](OC)CN(C)C2=O
  rCAG binder: 1; PRMT1 FP inh: 3; MBD2 DNA inh: 3; TCR CD3 inh: -1; SIAE inh: -7; GC-B act: 2; UHRF1 MBD2 ctr: -1; NPR1 activator: 2; HTRA1 inh: x; ABHD4 inh: 6

O=C(NCc1cnn(-c2ccccc2)c1)C1CCC(=O)N(C2CC2)C1 (stereo unspecified)
  rCAG binder: -2; PRMT1 FP inh: -3; MBD2 DNA inh: -4; TCR CD3 inh: -1; SIAE inh: 1; GC-B act: 2; UHRF1 MBD2 ctr: 2; NPR1 activator: 1; HTRA1 inh: -3; ABHD4 inh: 0

# Next part:
SMILES,rCAG binder,PRMT1 FP inh,MBD2 DNA inh,TCR CD3 inh,SIAE inh,GC-B act,UHRF1 MBD2 ctr,NPR1 activator,HTRA1 inh,ABHD4 inh
CC1CCN(S(=O)(=O)c2ccc3c(c2)N(CC(=O)NCCCN(Cc2ccccc2)C(C)C)C(=O)CO3)CC1,-7,-5,-2,3,-4,-7,0,-3,-2,2
CCN(CC)S(=O)(=O)c1ccc2[nH]cc(C(=O)NCCCN3CCCCC3C)c(=O)c2c1 (stereo unspecified),0,0,7,5,-2,4,0,2,8,6
CCC(=O)c1ccc(OCC(O)Cn2cnc3ccccc32)cc1 (stereo unspecified),-6,1,3,0,-2,2,2,-3,0,5
CCOc1ccc(C(=O)Nc2sc3c(c2C(=O)OC)CC(C)(C)NC3(C)C)cc1,1,2,0,0,2,-11,-1,9,-1,7
O=C(NN=Cc1ccccc1)NN=Cc1ccccc1,3,-1,3,-3,1,1,-2,-7,1,-5
Nc1nc(=O)n(C2CCCCO2)cc1Br (stereo unspecified),3,-2,-1,3,1,-1,1,0,1,5
COc1ccc(NC(=O)C2=C(C)Nc3ncnn3C2c2ccccc2C(F)(F)F)c(OC)c1 (stereo unspecified),2,2,-1,-2,5,-11,-1,-15,-3,7
CCCCN(C(=O)CCCc1nc2ccccc2c(=O)[nH]1)c1c(N)n(CCCC)c(=O)[nH]c1=O,-1,-2,-2,2,-5,2,0,3,-4,3
Cc1sc2nc3c4ccccc4c(NCc4ccco4)nn3c(=O)c2c1C,20,0,-10,13,-30,0,-8,4,-22,-2
Cc1c(Cl)c(=O)oc2cc(OC(C)C)ccc12,-1,-3,1,-3,-7,-5,-7,4,-5,1
O=C(c1ccc(Oc2ccc(C(F)(F)F)cn2)cc1)N1CCN(c2ccccc2)CC1,-8,3,0,-9,-6,6,0,3,-4,-6
CCn1c(=O)c(C(=O)NCCc2ccc(OC)c(OC)c2)c(O)c2ccccc21,0,-1,2,-3,-5,2,0,1,-24,-23
Cc1cc(C(=O)COC(=O)CCc2nc3ccccc3s2)c(C)n1C,-3,11,7,-5,-2,0,8,-4,-16,-13
O=C1NC(c2cccc([N+](=O)[O-])c2)Oc2ccccc21 (stereo unspecified),5,0,6,-1,0,-1,2,-1,-2,5
Cc1oc(C(C)(C)C)c(CN2CCOCC2)c1C(=O)O,0,3,7,-9,6,3,1,-2,-1,3
Nc1nc(-c2ccccc2)c(CCCNc2ccccc2)c(=O)[nH]1,8,-3,2,0,5,-3,0,-4,6,1
COc1ccc(NC(=O)c2ccco2)cc1NC(=O)c1ccco1,-2,0,3,-2,-1,-2,-1,1,1,4
O=C1CSc2nc3ccccc3n21,2,1,-5,5,0,5,-3,2,1,3
CCC(C)(C)NC(=O)C(c1ccccn1)N(C(=O)c1csnn1)c1ccc(C)c(C)c1 (stereo unspecified),-7,2,-5,-8,3,0,-1,-17,-8,3
COc1cc(CC2C(=O)Nc3ccccc32)cc(C)c1O (stereo unspecified),-1,2,2,-5,11,5,3,5,-4,-2
COc1cc(NC(=O)c2ccccc2NS(=O)(=O)c2ccc(Cl)s2)cc(OC)c1,85*,0,7,-4,-8,-6,0,5,-64,-34
Cc1ccc(C(=O)CN2C(=O)NC3(CCc4ccccc43)C2=O)s1 (stereo unspecified),9,1,-7,2,3,6,-2,-1,-1,-2
CC1(CCc2ccc3c(c2)OCO3)NCCc2c1[nH]c1ccccc21 (stereo unspecified),7,0,-5,-9,1,-2,-1,-13,5,0
Nc1ccccc1SCCS(=O)(=O)c1ccc(Cl)cc1,2,5,0,-9,-5,-1,2,1,-9,5
C/C(CCc1ccc2c(c1)OCO2)=N\N=C1\NC(=O)CC(C(=O)Nc2ccc(Cl)cc2)S1 (stereo unspecified),9,1,-2,1,1,-3,3,-1,-5,0
CCCCCCNc1nc(-c2ccc(OC)cc2)c(CCC(=O)O)s1,6,2,-3,11,8,1,-1,4,0,-7
Cc1cccc(C(=O)O/N=C(\N)CS(=O)(=O)c2ccccc2)c1,-4,0,-5,7,-3,0,-1,1,-6,-3
COc1ccc(/C(N)=N/OC(=O)c2ccc3c(c2)OCO3)cc1OC,4,-1,-3,-3,3,1,3,-4,0,-7
O=C(NCc1ccncc1)C(=O)C1C(=O)Nc2ccccc21 (stereo unspecified),-2,0,-6,5,4,-1,9,-7,4,6
O=C(NCc1cccnc1)c1cc(C2CCCN(C(=O)c3ccccn3)C2)on1 (stereo unspecified),1,-1,-3,-4,1,-1,0,4,x,2
COc1cccc(-c2cc(C(=O)N3CCN(c4ccccc4OC)CC3)no2)c1,-5,-4,-2,1,-1,-1,1,1,-14,-17
CCCS(=O)(=O)N1CCCC(C(=O)NCCN(C)Cc2ccccc2)C1 (stereo unspecified),-3,-1,-4,-6,-6,0,5,0,4,-6

# Not all compounds are listed; the hit share may differ from the screen's.
